PAD4 inh: PAD4 (human) enzyme inhibition; hit rate 0.41% among 330,000; recombinant PAD4, RCA probe fluorescence polarization; inhibition, % at 6.36 µM; Q9UM07;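 active means percent inhibition above a cutoff equal to the mean of all tested compounds plus 3 SD, cut at about 15% in these data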;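 further: 0% = PAD4 with RCA probe and DMSO and 100% = probe without PAD4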
LYPLA2 inh: blocks human lysophospholipase 2, a PME1 counter-screen. recombinant LYPLA2, FP-Rh probe fluorescence polarization. inhibition, % at 5.9 µM. hit rate 0.38% among 320,000;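 active means inhibition above the screen-wide mean plus 3 SD, limit set per campaign, cut at about 26% in these data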;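 further: 0% = LYPLA2 with DMSO and 100% = wells lacking LYPLA2 enzyme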
PME-1 primary: PME-1 (human) inhibition | inhibition, % at 5.9 µM | recombinant PME-1, FP-Rh probe fluorescence polarization | hit rate 0.53% among 320,000 | Q9Y570;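 active means inhibition above the campaign mean of all compounds plus 3 SD, cut at about 26% in these data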;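 further: competitive labeling of PME-1 active site by serine hydrolase directed probe; 0% = PME-1 with DMSO and 100% = wells lacking PME-1 enzyme; inhibitors block probe labeling so polarization falls and inhibition rises; many of its hits are not listed in these tables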
PREPL inh: inhibitors of human prolyl oligopeptidase-like enzyme PREPL; inhibition, % at 5.96 µM; AID 2751; recombinant PREPL, fluorescence polarization activity-based probe; hit rate 0.68% among 320,000; in the data active means inhibition above about 43%;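 further: 0% = enzyme with DMSO and 100% = wells lacking enzyme; many of its hits are not listed in these tables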
LYPLA1 inh: counter-screen for PME1 inhibitors: inhibitors of human LYPLA1. O75608. recombinant LYPLA1, FP-Rh probe fluorescence polarization. inhibition, % at 5.9 µM. hit rate 0.16% among 320,000;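 active means inhibition above the mean of all tested compounds plus 3 SD, set per campaign, cut at about 14% in these data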;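 further: inhibitors block serine hydrolase probe labeling of LYPLA1 so polarization falls; 0% = enzyme with DMSO and 100% = wells lacking LYPLA1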
Target sequence (O75608 whole entry, looked up): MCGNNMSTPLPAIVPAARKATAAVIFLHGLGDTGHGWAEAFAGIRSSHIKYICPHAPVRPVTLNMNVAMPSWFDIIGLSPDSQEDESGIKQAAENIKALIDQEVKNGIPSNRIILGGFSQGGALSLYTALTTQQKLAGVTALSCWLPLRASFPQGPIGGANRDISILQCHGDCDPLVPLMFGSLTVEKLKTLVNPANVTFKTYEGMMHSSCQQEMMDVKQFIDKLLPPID
PAFAH1B3 FP inh: blocks human PAF acetylhydrolase 1B catalytic subunit 3 | recombinant PAFAH1B3, FP-rhodamine probe, fluorescence polarization | AID 492972 | hit rate 0.28% among 340,000 | inhibition, % at 3.39 µM;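 active means inhibition above the screen-wide average of all tested compounds plus 3 SD, cut at about 25% in these data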;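 further: 0% = enzyme with DMSO only and 100% = wells lacking PAFAH1B3 protein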
GSTO1 inh: GSTO1 inhibition, counter-screen for RBBP9 inhibitors; P78417; recombinant GSTO1, activity-based probe fluorescence polarization; inhibition, % at 5.96 µM; hit rate 1.1% among 300,000; AID 1974;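 active means inhibition above the campaign mean inhibition plus 3 SD, cut at about 35% in these data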;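 further: 0% = GSTO1-1 with DMSO and 100% = wells lacking GSTO1-1 enzyme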
PAFAH1B2 inh: blocks human PAF acetylhydrolase 1b catalytic subunit 2. AID 492953. P68402. inhibition, % at 3.39 µM. hit rate 1.2% among 340,000. recombinant PAFAH1B2, FP-rhodamine activity probe, fluorescence polarization;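 active means inhibition above the mean of all tested compounds plus 3 SD, cut at about 24% in these data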;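 further: 0% = enzyme with DMSO and 100% = wells lacking PAFAH1B2; many of its hits are not listed in these tables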
Target sequence (P68402 whole entry, looked up): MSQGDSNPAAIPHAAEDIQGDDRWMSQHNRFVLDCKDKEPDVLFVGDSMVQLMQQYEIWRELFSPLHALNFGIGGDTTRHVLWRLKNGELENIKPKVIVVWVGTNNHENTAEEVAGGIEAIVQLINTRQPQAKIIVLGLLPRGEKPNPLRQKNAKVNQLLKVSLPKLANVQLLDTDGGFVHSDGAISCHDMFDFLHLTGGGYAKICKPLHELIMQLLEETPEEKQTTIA
pPAFAH inh: pPAFAH (human) enzyme inhibition. Q13093. recombinant pPAFAH, FP-rhodamine probe fluorescence polarization. inhibition, % at 3.39 µM. hit rate 1.5% among 330,000. AID 463082;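 active means inhibition above the mean inhibition across the screen plus 3 SD, cut at about 25% in these data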;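 further: inhibitors block binding of the rhodamine activity-based probe so polarization drops; 0% = enzyme with DMSO and 100% = wells lacking pPAFAH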
Target sequence (Q13093 whole entry, looked up): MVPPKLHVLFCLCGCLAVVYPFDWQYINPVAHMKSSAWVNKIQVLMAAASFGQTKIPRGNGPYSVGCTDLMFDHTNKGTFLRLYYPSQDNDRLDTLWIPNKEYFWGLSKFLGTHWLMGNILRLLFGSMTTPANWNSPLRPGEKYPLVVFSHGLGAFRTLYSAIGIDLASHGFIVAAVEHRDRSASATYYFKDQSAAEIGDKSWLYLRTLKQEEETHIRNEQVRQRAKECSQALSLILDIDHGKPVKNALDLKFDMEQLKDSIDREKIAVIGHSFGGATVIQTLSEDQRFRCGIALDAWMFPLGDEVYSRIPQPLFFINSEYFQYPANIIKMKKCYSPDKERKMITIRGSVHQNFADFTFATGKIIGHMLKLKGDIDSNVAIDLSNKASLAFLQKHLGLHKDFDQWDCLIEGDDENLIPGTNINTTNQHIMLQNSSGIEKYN
* marks the source's active call; other numbers are inactive results; . = not tested or not shown. The list is partial (hit frequency here may not be typical).

SMILES | PAD4 inh | LYPLA2 inh | PME-1 primary | PREPL inh | LYPLA1 inh | PAFAH1B3 FP inh | GSTO1 inh | PAFAH1B2 inh | pPAFAH inh
CSCCC(NS(=O)(=O)c1ccc2c(c1)oc(=O)n2C)C(=O)NC1CCCCC1 (configuration not stated) | 5 | 2 | -6 | 18 | 0 | 4 | -3 | -1 | -4
NC(=O)CN1CCCC1c1ccc2c(c1)OCCO2 (configuration not stated) | 5 | 2 | -3 | 3 | 1 | 12 | -1 | 5 | 4
COC(=O)C1=C(C)N(CCc2c[nH]c3ccccc23)C(=O)/C1=C\N(C)C | -8 | -5 | -2 | 5 | -3 | 9 | -1 | 14 | -2
CCOC(=O)C1=C(c2ccccc2)ON(C)C1c1ccccc1 (configuration not stated) | -2 | 2 | -4 | -2 | 3 | 9 | 3 | 2 | 2
N#Cc1c(N)nc(SCC(=O)OCc2ccccc2)c(C#N)c1-c1ccco1 | 0 | -25 | -12 | -19 | -18 | 6 | -21 | 0 | 3
CCOc1ccc(CCNC(=O)CCNS(=O)(=O)c2ccc(Br)cc2)cc1OCC | 4 | 0 | 4 | 2 | 2 | 8 | 4 | 7 | 4
Cc1cccc(C)c1N1CCN(S(=O)(=O)N2CCOCC2)CC1 | 0 | 1 | -3 | 16 | 2 | 1 | 14 | 4 | 5
CCNc1nc(SCCOc2ccc(Br)cc2)nc(N(C)C)n1 | 9 | 5 | 1 | 13 | -3 | 2 | -3 | 16 | -4
COc1ccc(S(=O)(=O)N2CCN(S(=O)(=O)c3ccc(C(F)(F)F)cc3)CC2)cc1C | 3 | 3 | -4 | 1 | -1 | 1 | -9 | 1 | -1
CCC(C)c1ccccc1NC(=O)c1[nH]c(C)c(C(C)=O)c1C (configuration not stated) | 5 | 1 | 4 | -4 | 2 | -10 | 0 | 6 | 4
Cn1c(=O)c(=O)n(C)c2cc(S(=O)(=O)N3CCCC3C(=O)NCc3cccnc3)ccc21 (configuration not stated) | -2 | -5 | -5 | 4 | -4 | 1 | 3 | 1 | 1
Cn1c2ccccc2c(=O)c2ccc(C#CC3(O)CCCCC3)cc21 | 0 | -7 | -16 | -14 | -7 | 9 | -30 | 1 | -11
Cc1ccc(N2C(=O)c3cccc(Oc4ccc(Cl)cc4)c3C2=O)c(C)c1 | -2 | -2 | -2 | -4 | 2 | -3 | -4 | 1 | 3
Cc1cc(C(=O)CSc2nnc3c(Cl)cc(Cl)cn23)c(C)n1C | -7 | 3 | -3 | 4 | 4 | 4 | 6 | 2 | 9
COc1ccccc1NS(=O)(=O)c1ccc(C(=O)N2CCN(c3ccccc3)CC2)cc1 | 0 | 13 | 14 | 16 | 3 | 4 | . | 0 | 7
CC1=CC2=NC(=O)CC(C)(C(=O)N(CC(=O)NC3CCCC3)Cc3ccccc3)N2C=C1 (configuration not stated) | -1 | 1 | 1 | -3 | 5 | 5 | 2 | 4 | 4
Cc1cccc(NC(=S)N/N=C/c2ccc(Cl)c([N+](=O)[O-])c2)c1 | -5 | 4 | -8 | -2 | 0 | -4 | -10 | -1 | -1
COC(=O)[C@]1(CC(C)C)N[C@H](c2ccc(-c3ccc(Cl)c(Cl)c3)cc2)[C@@H]2C(=O)N(C)C(=O)[C@@H]21 | -6 | 5 | -4 | 9 | -3 | -8 | 2 | -5 | 8
CC(OC(=O)c1ccccc1Oc1ccccc1)C(=O)NC1CC1 (configuration not stated) | -2 | -2 | 0 | 6 | 3 | 8 | 4 | 6 | -4
COc1ccc(CN=Nc2cc(C)nc(NS(=O)(=O)c3ccccc3Cl)n2)cc1 | -8 | -1 | 18 | -7 | 3 | . | -3 | . | 4
CC(C)(C)c1cc(NC(=O)c2ccco2)no1 | -1 | -4 | 1 | 3 | -2 | 1 | 0 | 0 | 0
CC(C)NC(=O)Nc1ccc2c(c1)C(=O)N([C@H](C)CO)C[C@H](C)[C@@H](CN(C)C(=O)NC1CCCCC1)O2 | 2 | . | . | 17 | . | 11 | . | 1 | 2
Cc1ccc(C)c(NC(=O)c2ccc[n+](Cc3ccc([N+](=O)[O-])cc3)c2)c1 | -4 | 5 | -1 | 1 | 1 | 4 | -3 | 1 | 2
O=C(/C=C/c1ccc(F)cc1)NCCNC(=O)/C=C/c1ccc(F)cc1 | 1 | 2 | -7 | 5 | 1 | . | -10 | . | 5
C[C@H](CO)N1C[C@H](C)[C@@H](CN(C)C(=O)Nc2ccccc2)Oc2c(NS(=O)(=O)c3cccs3)cccc2C1=O | 1 | . | . | 5 | . | 9 | . | 3 | 1

A different layout for twelve compounds above:
Structure	PAD4 inh	LYPLA2 inh	PME-1 primary	PREPL inh	LYPLA1 inh	PAFAH1B3 FP inh	GSTO1 inh	PAFAH1B2 inh	pPAFAH inh
CSCCC(NS(=O)(=O)c1ccc2c(c1)oc(=O)n2C)C(=O)NC1CCCCC1 (configuration not stated)	5	2	-6	18	0	4	-3	-1	-4
NC(=O)CN1CCCC1c1ccc2c(c1)OCCO2 (configuration not stated)	5	2	-3	3	1	12	-1	5	4
COC(=O)C1=C(C)N(CCc2c[nH]c3ccccc23)C(=O)/C1=C\N(C)C	-8	-5	-2	5	-3	9	-1	14	-2
CCOC(=O)C1=C(c2ccccc2)ON(C)C1c1ccccc1 (configuration not stated)	-2	2	-4	-2	3	9	3	2	2
N#Cc1c(N)nc(SCC(=O)OCc2ccccc2)c(C#N)c1-c1ccco1	0	-25	-12	-19	-18	6	-21	0	3
CCOc1ccc(CCNC(=O)CCNS(=O)(=O)c2ccc(Br)cc2)cc1OCC	4	0	4	2	2	8	4	7	4
Cc1cccc(C)c1N1CCN(S(=O)(=O)N2CCOCC2)CC1	0	1	-3	16	2	1	14	4	5
CCNc1nc(SCCOc2ccc(Br)cc2)nc(N(C)C)n1	9	5	1	13	-3	2	-3	16	-4
COc1ccc(S(=O)(=O)N2CCN(S(=O)(=O)c3ccc(C(F)(F)F)cc3)CC2)cc1C	3	3	-4	1	-1	1	-9	1	-1
CCC(C)c1ccccc1NC(=O)c1[nH]c(C)c(C(C)=O)c1C (configuration not stated)	5	1	4	-4	2	-10	0	6	4
Cn1c(=O)c(=O)n(C)c2cc(S(=O)(=O)N3CCCC3C(=O)NCc3cccnc3)ccc21 (configuration not stated)	-2	-5	-5	4	-4	1	3	1	1
Cn1c2ccccc2c(=O)c2ccc(C#CC3(O)CCCCC3)cc21	0	-7	-16	-14	-7	9	-30	1	-11

Remaining list, next part.
SMILES | PAD4 inh | LYPLA2 inh | PME-1 primary | PREPL inh | LYPLA1 inh | PAFAH1B3 FP inh | GSTO1 inh | PAFAH1B2 inh | pPAFAH inh
Cc1ccc(CN2CCN(/N=C/c3ccccc3)CC2)cc1 | 1 | 0 | -1 | 18 | -1 | 0 | 0 | 0 | 4
COc1ccc(-c2oc(/N=C/N3CCCC3)c(C#N)c2-c2ccc(OC)cc2)cc1 | 0 | -2 | 0 | 6 | -1 | 2 | 0 | 3 | 7
CCC1=NN(C(=O)c2ccccc2Br)C(O)(c2ccc(Br)cc2)C1 (configuration not stated) | 0 | 3 | -6 | 9 | 1 | 14 | 26 | 1 | 4
COc1cc(CNCCCN2CCOCC2)c(Br)cc1OCC(=O)Nc1ccccc1C | 0 | 9 | 5 | 12 | 17* | 6 | 2 | 0 | 5
COc1cccc(CN2CCC(n3nccc3NC(=O)CCOc3ccccc3)CC2)c1O | 2 | -4 | -6 | 16 | 0 | 1 | -1 | -5 | 2
COc1cccc(C(=O)NC2CCN(CC(=O)NCc3ccccc3OC)CC2)c1 | 0 | 4 | 25 | 1 | 1 | 7 | 0 | 2 | 6
COc1ccc2[nH]c(C(=O)O)c(NC(=O)c3ccccc3[N+](=O)[O-])c2c1 | 1 | 7 | -7 | 2 | 1 | 3 | 6 | -3 | 5
COc1ccc2c(C)c(C(=O)NCC(C)O)oc2c1OC (configuration not stated) | -2 | -5 | -3 | -2 | 1 | 1 | -3 | -1 | 0
CCn1cc(CN2CCN(C)C(CCO)C2)c2ccccc21 (configuration not stated) | -1 | -1 | 2 | 0 | 0 | 4 | 2 | 1 | 2
COc1cccc(NC(=O)COc2ccc(C)cc2)c1 | -3 | 2 | -21 | -5 | 1 | 3 | 4 | 2 | 9
O=C(Nc1ccc([N+](=O)[O-])cn1)C1CCCCC1 | -5 | 6 | -1 | -7 | -1 | 6 | 14 | 4 | -2
COc1cccc(NC(=O)C(c2ccccc2)N2CCN(c3ccccn3)CC2)c1 (configuration not stated) | 0 | 0 | 1 | -2 | 0 | 0 | -12 | 4 | 4
Nc1nncn1C(=O)c1ccccc1Cl | 3 | 8 | 1 | 17 | 6 | 4 | 6 | 3 | -3
COc1cccc(C(=O)O/N=C(\N)Cc2ccc(Cl)cc2)c1 | -6 | -4 | 1 | 10 | 0 | 4 | 4 | 5 | 19
COc1cccc(CC2(CO)CCCN(Cc3[nH]c4ccc(C)cc4c3C)C2)c1 (configuration not stated) | 0 | -5 | -1 | 8 | -3 | -5 | 3 | -3 | 3
COC(=O)c1c(NC(=O)c2ccccc2OC)sc(C(=O)N2CCOCC2)c1C | 0 | 3 | 1 | -1 | -1 | -6 | 20 | -3 | 2
CCOc1ccc(C(=O)NCc2ccco2)cc1Cl | 2 | 4 | -3 | 0 | 3 | 2 | 1 | 2 | 0
CCn1ncc(C2=NOC(C(=O)NCC(C)C)C2)c1C (configuration not stated) | -1 | 6 | -1 | 3 | -3 | 9 | -5 | 1 | 6
C=CCn1c(SCC(=O)Nc2c(C)n(C)n(-c3ccccc3)c2=O)nc2ccccc2c1=O | 0 | -1 | -3 | 2 | -1 | 6 | . | 4 | -5
COc1ccc(CNS(=O)(=O)NCc2ccc(C)cc2)cc1 | 4 | -5 | -1 | -8 | -2 | -4 | 3 | 4 | 5
COc1ccc(CNC(=O)CSc2nc3nc(C)cc(C)n3n2)cc1 | -2 | 2 | 4 | 1 | 0 | 12 | 1 | 5 | 3
O=C(/C=C/c1ccc(Cl)cc1)N1CCN(c2ccc([N+](=O)[O-])c(N3CCOCC3)c2)CC1 | -5 | 6 | 3 | 37 | 6 | -2 | 0 | 3 | 2
Cc1ccccc1C(=O)N1CCN(c2ccc([N+](=O)[O-])c(NCc3ccco3)c2)CC1 | 1 | 3 | 1 | 7 | -1 | 4 | -8 | 0 | 5
CC(C)C(C)(C#N)NC(=O)CSc1nncn1-c1ccccc1 (configuration not stated) | 0 | -2 | 4 | 11 | -2 | 5 | 5 | -2 | 3
Cc1ccccc1C(=O)NC(NC(=S)Nc1ccc(S(N)(=O)=O)cc1)C(Cl)(Cl)Cl (configuration not stated) | -3 | -15 | 0 | 1 | -13 | 4 | -21 | -3 | -2
Cc1cc(C)c(OCC(=O)OCC(=O)NC2CCC(C)CC2)c(C)c1 (configuration not stated) | -1 | 3 | 4 | 2 | 2 | 3 | -7 | 6 | 26*
COc1ccc(OC)c(NC(=O)COc2ccc(S(=O)(=O)N3CCCC3)cc2)c1 | 3 | -6 | -3 | 4 | -3 | 3 | 1 | 3 | 12

Bioassay records from PubChem BioAssay.
